Screening results (PubChem)
All columns: NCI-60 one-dose screen, growth in % after 48 h at 10 µM unless noted; 100 = growth as untreated, 0 = no growth, -100 = all killed.
NCI-H522: NCI-H522 lung cancer; 78,000 tested, 8% active
NCI-H23: NCI-H23 lung cancer. 80,000 tested, 4% active
COLO 205: COLO 205 colon cancer; 79,000 tested, 7.3% active
NCI-H322M: NCI-H322M lung cancer. 80,000 tested, 2.7% active. AID 1794733
HCT-15: HCT-15 colon cancer; 82,000 tested, 5.2% active
HT29: HT29 colon cancer; 81,000 tested, 7.4% active; AID 1794748
NCI-H226: NCI-H226 lung cancer | AID 1794732 | 79,000 tested, 3.5% active
SW-620: SW-620 colon cancer. 82,000 tested, 5.2% active. AID 1794795
NCI-H460: NCI-H460 lung cancer; 82,000 tested, 6.8% active
Active calls of the source: *; . = not tested or not shown; & = joins results of further samples; [ ] = remark or other dose. The calls were made as follows: active = growth percent below 10; inactive = the rest. Not a hit list, and some 12% of all compounds hit somewhere here.

Below each SMILES: NCI-H23, SW-620, NCI-H522, NCI-H460, COLO 205, HCT-15, NCI-H322M, HT29, NCI-H226
Cc1c(NCc2nnc3n(Cc4ccccc4)c(=O)c4c5c(sc4n23)CCCC5)c(=O)n(-c2ccccc2)n1C
    92, 103, 71, 99, 101, 95, 92, 77, 95
Nc1cc(-c2ccc(Cl)cc2)nn1-c1nc2ccccc2nc1Cc1ccccc1
    82, ., 86, ., 109, 74, ., 70, 84
COc1ccc(N/N=C(\C#N)C(=O)Nc2cc(-c3ccccc3)nn2-c2ccccc2)cc1
    55, 70, 56, 65, 68, 40, 82, 87, 68
Cc1nn(-c2ccccc2)c2nc(C)n(C(=O)N/N=C/c3cccc([N+](=O)[O-])c3)c(=O)c12
    78, 103, 47, 94, 117, 63, 92, 89, 105
O=C1c2cccc(O)c2C(=O)c2c(O)cccc21
    ., 96, 83, 76, 113, 81, 122, 105, 102
CCCCCCN(CCCCCC)CC(O)c1ccc2cc(Br)c3ccccc3c2c1 (stereo unspecified)
    81, 53, 76, 93, 77, 93, 88, 56, 94
Ic1ccc2c(c1)C1c3ccccc3C2c2ccccc21
    96, 103, ., 101, 106, ., 99, 87, 99
CC1=CNC(=O)CC(C)(C)C1
    103, 103, ., 104, 115, 94, 101, 96, 86
COC(=O)CC[C@@H]1O[C@@H](c2ccc(F)cc2)C[C@H]1O
    99, 106, 99, 108, 109, 88, 103, 102, 102
Cc1c(C(=O)N=Nc2c(O)[nH]c3ccccc23)oc2ccccc12
    88, 84, 91, 72, 117, 94, 90, 99, .
CNC(=O)c1nc(Nc2ccc(NC(=O)Nc3ccc(Cl)cc3)cc2)c2ccccc2n1
    93, 106, 95, 106, 105, 105, 101, 110, 80
CN1c2ccnn2CC1c1ccccc1 (stereo unspecified)
    99, 94, 89, 107, 112, 103, 86, 98, 99
O=C1N/C(=N/N=C(c2ccccc2)c2ccccc2)S/C1=C\c1ccccc1
    100, 96, 76, 99, 105, 91, 88, 88, 91
OCCN1C[C@@H](O)[C@@H](O)C(O)C1CO (stereo partly specified)
    103, 108, 91, 113, 105, 99, 101, 108, 106
COc1cc(/C=C\c2cc(/C=C\c3ccc(O)c(OC)c3)n(C(=O)CNc3ccc(F)c(Cl)c3)n2)ccc1O
    88, 94, 33, 85, 121, 73, 87, 86, 89
CCCCCCCc1n(Cc2ccc3ccccc3c2)c2ccccc2[n+]1Cc1ccc2ccccc2c1
    -77*, -80*, -81*, -73*, -76*, -80*, -86*, -84*, -71*
O=C1C(=O)N(CCCCn2cc(-c3ccccc3)nn2)c2ccccc21
    101, 104, 100, 100, 112, 105, 103, 112, 106
O=C(Nc1ccc(C(F)(F)F)cc1)Nc1ccc(F)c(C(=O)c2c[nH]c3ncccc23)c1F
    70, 75, 75, 68, 93, 88, 86, 92, 69
COc1ccc(S(=O)(=O)N/N=C/C(=O)OCOC(=O)C(C)(C)C)cc1
    107[100 µM], 101[100 µM], 104[100 µM], 102[100 µM], 128[100 µM], 108[100 µM], 106[100 µM], 111[100 µM], 105[100 µM]
COc1ccc(C2C(C#N)=C(N)Oc3c2c(C)nn3-c2ccc(Cl)cc2)cc1 (stereo unspecified)
    101, 99, 97, 108, 103, 103, 106, 106, 99
Cn1c(=O)c2[nH]c(NN=O)nc2n(C)c1=O
    94, 105, 87, 108, 114, 109, 110, 92, 100
COc1cc(Cc2cnc(N)nc2N)cc(OC)c1OC
    100&105, 106&107, 95&107, 111&117, 122&109, 102&108, 103&105, 107&110, 104&94
O=C(Nc1ccccc1)c1c(-c2ccccc2)[n+](=O)c2ccc(Cl)cc2n1[O-]
    92, 92, 74, 68, 100, 58, 87, 84, 64
O=C(O)c1ccccc1C(=O)c1ccc(F)cc1
    ., 104, 110, 101, 112, 99, ., 108, 114
O=C1Nc2ccc(Cl)cc2/C1=N/c1nc(-c2ccc(Cl)cc2)cs1
    7.9*, 13, -13*, -10*, -52*, 27, 49, -0.2*, 37
COc1ccc(NC(=O)CSc2oc(-c3ccccc3)nc2S(=O)(=O)c2ccc(C)cc2)c(OC)c1
    90, 100, 69, 97, 105, 90, 97, 92, 87
Cc1cc(C)c2c(n1)sc1c(NCc3ccccc3)ncnc12
    101, 101, 91, 102, 119, 95, 101, 106, 97
c1coc(CSc2ncnc3nc[nH]c23)c1
    103, 98, 80, 111, 113, 101, 125, 110, 101
COc1ccc(C(=O)c2ccc(Br)cc2)c(OC)c1OC
    104&87, 95&105, 83&101, 103&101, 101&124, 89&101, 111&104, 89&108, 106&96
CCCc1nc2c(C)cc(-c3nc4ccccc4n3C)cc2n1Cc1ccc(-c2ccccc2C(=O)O)cc1
    100, 113, ., 105, 116, 79, ., 95, 95
COc1ccc(C(=O)n2nc(-c3ccncc3)nc2N)cc1OC
    99, 102, 96, 100, 105, 110, 95, 98, 91
OCCCN=Cc1ccccc1
    99, 107, 94, 106, 104, 102, 112, 102, 109
CCOC(=O)c1[nH]cc2c1CCc1sc(Nc3ccccn3)nc1-2
    67, 103, 66, 86, 94, 67, 96, 77, 57
Cc1nn(-c2ccc(Cl)cc2)c2c1C(c1ccccc1)C(C#N)=C(N)O2 (stereo unspecified)
    94, 95, 85, 104, 104, 98, 100, 105, 93
CCOC(=O)C(C)NC(=O)C(C)NC(=O)OCc1ccccc1 (stereo unspecified)
    ., ., 115, 113, 137, 109, 116, 121, 96
COc1ccc(/C=C2\Oc3cc(OCCCCCN4CCCCC4)ccc3C2=O)cc1OC
    79, -61*, 90, 59, 98, 49, 98, -59*, 83
COc1cc(C)cc(-c2[nH]ncc2-c2cc(NCCCO)nc(-c3cccnc3)n2)c1
    100, 99, 88, 93, 91, 97, 99, 93, 88
CCCC(CCC)(C(N)=O)C(=O)O
    105, 103, 97, 115, 106, 105, 111, 101, 99
NNC(=O)c1ccc(-n2nc(-c3ccccc3)c3ccccc32)cc1
    88, 96, 80, 97, 80, 58, 74, 103, 82
COc1ccc(-c2cs/c(=N\N=C\c3ccccc3F)n2-c2ccccc2)cc1
    74, 47, 55, 24, 53, 25, 101, 46, 65

One compound at a time (already shown).
`COc1ccc(C(=O)n2nc(-c3ccncc3)nc2N)cc1OC` as listed: NCI-H23 = 99; SW-620 = 102; NCI-H522 = 96; NCI-H460 = 100; COLO 205 = 105; HCT-15 = 110; NCI-H322M = 95; HT29 = 98; NCI-H226 = 91
`Cc1nn(-c2ccc(Cl)cc2)c2c1C(c1ccccc1)C(C#N)=C(N)O2` (stereo unspecified) as listed: NCI-H23 = 94; SW-620 = 95; NCI-H522 = 85; NCI-H460 = 104; COLO 205 = 104; HCT-15 = 98; NCI-H322M = 100; HT29 = 105; NCI-H226 = 93

Laid out differently: entries from further up.
COc1ccc(/C=C2\Oc3cc(OCCCCCN4CCCCC4)ccc3C2=O)cc1OC
  NCI-H23 = 79
  SW-620 = -61*
  NCI-H522 = 90
  NCI-H460 = 59
  COLO 205 = 98
  HCT-15 = 49
  NCI-H322M = 98
  HT29 = -59*
  NCI-H226 = 83

COc1cc(C)cc(-c2[nH]ncc2-c2cc(NCCCO)nc(-c3cccnc3)n2)c1
  NCI-H23 = 100
  SW-620 = 99
  NCI-H522 = 88
  NCI-H460 = 93
  COLO 205 = 91
  HCT-15 = 97
  NCI-H322M = 99
  HT29 = 93
  NCI-H226 = 88

CCCC(CCC)(C(N)=O)C(=O)O
  NCI-H23 = 105
  SW-620 = 103
  NCI-H522 = 97
  NCI-H460 = 115
  COLO 205 = 106
  HCT-15 = 105
  NCI-H322M = 111
  HT29 = 101
  NCI-H226 = 99

Continuation.
Below each SMILES: NCI-H23, SW-620, NCI-H522, NCI-H460, COLO 205, HCT-15, NCI-H322M, HT29, NCI-H226
Nc1ccc(/C=N/Nc2ccnc3c(O)cccc23)c2cccnc12
    75, 7.4*, 41, 26, 104, 26, ., 57, 84
CNc1ccc(/C=C/c2c(F)cccc2Cl)cc1
    72, 91, 53, 82, ., 96, 87, 87, 76
Cc1nc2cc(N)c(Cl)cc2[nH]1
    105, 101, 108, 124, 112, 101, 104, 107, 99
CCN1C(=O)N(CC)C2C1NN=c1s/c(=C\c3ccccc3)c(=O)n12 (stereo unspecified)
    26, 19, -8.7*, 4.3*, -2.5*, 11, 43, 3.1*, 59
CC(C)C1CCCCC1C1CCCCC1 (stereo unspecified)
    116, 110, 106, 115, 102, 100, 96, 107, 104
C[C@@]1(CCC#N)[C@H]2CC[C@@H]3[C@H]4[C@H](C(=O)/C=C/c5cccnc5)CC[C@]4(C#N)CC[C@@]3(C)[C@]2(C)CC[C@H]1C(=O)/C=C/c1cccnc1
    63, 37, 38, 75, 72, 31, 98, 24, 66
Cc1noc(N)c1N
    108, 112, 81, 115, 150, 117, 105, 107, 113
NNS(=O)(=O)c1ccc([N+](=O)[O-])cc1
    104, 100, 83, 103, 107, 113, 109, 85, 105
N#C/C(C(=O)Nc1ccc(S(N)(=O)=O)cc1)=C1\C(=O)Nc2ccc(F)cc21
    97, 101, 97, 100, ., 102, 108, 102, .
O=C(CCCCCC/C=C\c1csc(Br)n1)NO
    95, 78, 66, 86, 95, 91, 100, 85, 97
COc1ccc(-c2nc3ccc(C(=O)N=Nc4c(O)[nH]c5ccc(OC)cc45)cc3[nH]2)cc1
    101, 105, 100, 104, 102, 103, 106, 111, 94
O=[N+]([O-])c1cccnc1C1OCCO1
    98, 100, 90, 101, 104, 103, 115, 109, 98
Cc1ccc(Nc2nc(SC(C)C)nc(-c3ccccc3)c2C#N)cc1
    86, 89, 84, 95, 112, 95, 71, 101, 76
CN1CCN(c2ccc(C(=O)/C=C3\C(=O)Nc4ccccc43)cc2)CC1
    111, 102, 103, 107, 105, 104, 107, 109, 98
NC(N)=NN=c1c(=O)c2ccccc2c1=O
    58, -67*, 81, 0.3*, ., 43, 102, -49*, 95
O=c1c2c3c(sc2n2c(CN4CCN(c5ccc(Cl)cc5)CC4)nnc2n1Cc1ccccc1)CCCC3
    91, 103, 68, 101, 101, 105, 87, 85, 98
O=c1[nH]nc(-c2cc3c([nH]c4ccccc43)c(-c3cccc(O)c3)n2)o1
    85, 88, 79, 93, 102, 95, 89, 103, 86
CN1C[C@@H](c2ccc(Cl)cc2)[C@]2(NC(=S)N(c3ccccc3)C2=O)[C@@]12C(=O)NC1C=CC(Br)=C[C@H]12 (stereo partly specified)
    76, 85, 49, 65, ., 73, 77, 62, 66
COc1cc(-n2nnc3c4nc(-c5ccc(Cl)cc5)oc(=O)c4c(C)nc32)cc(OC)c1OC
    116, 102, 104, 111, 114, 109, 105, 104, 101
COc1cccc(C(=O)O)c1
    102, 102, 107, 107, 114, 112, 105, 108, 104
O=C(N/N=C/c1ccoc1)c1[nH]c2ccc(Br)cc2c1-c1ccccc1
    -97*, -84*, -82*, -83*, -69*, -100*, -86*, -50*, -66*
O=C1CC(N2C(=O)CSC2=S)C(=O)N1c1ccc(Cl)cc1 (stereo unspecified)
    102, 105, 93, 111, ., 105, 103, 99, 94
COc1ccc(/C=c2\nc3n(-c4ccccc4)c4n(n-3c2=O)CC(=O)N=4)cc1
    94, 108, 96, 104, 117, 110, 105, 117, 92
COc1ccc(/C=C2\SC(=S)N(/C=C(/C#N)C(=O)c3ccc4ccccc4c3)C2=O)cc1OC
    75, 90, 51, 75, 103, 80, 74, 101, 71
Cc1ncc(CO)c(C=O)c1O
    96, 105, 87, 105, 102, 96, 94, 101, 93
O=[N+]([O-])c1cccc(C2CC(c3ccccc3)=Nc3ccccc3S2)c1 (stereo unspecified)
    88, 26, 77, 106, 99, 85, 100, 44, 97
COc1ccc2nc3cc(Cl)ccc3c(NCCN)c2c1
    -34*, -69*, -57*, -71*, -83*, -38*, -46*, -43*, 32
COc1ccc2cc(C(C)c3nnc(NC4CCCCC4)o3)ccc2c1 (stereo unspecified)
    86, 99, ., 99, 124, 119, 150, 86, 89
COc1cc(Nc2ncccc2NC(=O)c2cn(Cc3cccc(Oc4ccccc4)c3)nn2)cc(OC)c1
    84, 86, 81, 102, 87, 69, 85, 89, 83
O=C(O)c1ccc(-n2cc(/C=N/Nc3c(F)c(F)cc(F)c3F)c(-c3ccc(F)c(F)c3)n2)cc1
    85, 101, 77, 75, 107, 58, 87, 89, 106
COc1ccc(-c2nc(SCC(C)C)nc(N/N=C(/C)c3ccc(N)cc3)c2C#N)cc1
    91, 89, 68, 97, 108, 90, 79, 96, 94
Cc1ccc(Cc2cnc(NC(=O)CCN3C(=O)/C(=C/c4ccccc4)SC3=S)s2)cc1
    107, 99, 96, 101, 116, 104, 103, 107, .
CCCCCCCCCCCCOC1CCN(Cc2ccc(Cl)cc2)c2ccc(OC)cc21 (stereo unspecified)
    101, 98, 91, 105, 116, 102, 84, 94, 100
